Screening results as filed in PubChem.
AmpC det inh: inhibitors of E. coli AmpC beta-lactamase with detergent. P00811. purified AmpC, nitrocefin hydrolysis with detergent. Potency, µM (series often up to 28.7 µM), without a hit: top-dose activity change, negative = inhibition. 0.09% of 71,000 active; active = well fitted curve in the direction sought with a large enough effect
Target sequence (P00811 whole entry, looked up): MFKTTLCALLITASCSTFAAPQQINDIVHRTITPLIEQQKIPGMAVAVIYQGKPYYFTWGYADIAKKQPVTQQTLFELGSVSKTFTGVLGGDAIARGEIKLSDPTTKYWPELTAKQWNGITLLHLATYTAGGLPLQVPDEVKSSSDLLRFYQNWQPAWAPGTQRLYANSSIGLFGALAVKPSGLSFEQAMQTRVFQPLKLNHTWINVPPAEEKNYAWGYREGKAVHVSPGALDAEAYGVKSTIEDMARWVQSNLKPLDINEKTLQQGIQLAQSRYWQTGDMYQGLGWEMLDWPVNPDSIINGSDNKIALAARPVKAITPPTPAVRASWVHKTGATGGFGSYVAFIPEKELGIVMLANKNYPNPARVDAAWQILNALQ
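E. coli AmpC (5.3 nM) in 20 mM phosphate pH 7.0 with 0.01% Triton X-100, preincubated 15 min RT with compound; nitrocefin (2 uL of 800 uM stock) hydrolysis followed by 480 nm absorbance every 20 s over 4 min.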
Active calls of the source: *; & = joins results of further samples; [ ] = dose if it differs, or a comment. % is scaled to controls: 0 for no effect and ±100 for the full control effect; potency is read from the fitted curve at half-maximal effect. Not all compounds are listed; rates above refer to the full screens.

canonical_smiles	AmpC det inh
CCCCC(CC)C(=O)Nc1ccccc1C#N (centres undefined)	-0.8%
CC(=O)c1cccc(NC(=O)N2CCc3ccccc3C2)c1	-2.6%
Cc1ccccc1NC(=O)c1cc(S(=O)(=O)N2CCOCC2)cs1	-2.9%
Cc1csc(NC(=O)CNC(=O)OCc2ccccc2)n1	-2.3%
O=C(COc1ncnc2sccc12)Nc1ccc2c(c1)OCCO2	0.3%
COc1ccc(C(=O)N2c3cc4c(cc3C(C)=CC2(C)C)OCO4)cc1	-5.8%
CC1CN(c2nc3ccccn3c(=O)c2/C=C(\C#N)S(=O)(=O)c2ccccc2)CC(C)O1 (centres undefined)	-3.5%
C=CCNC(=O)c1ccccc1Cl	-4.8%
O=C(CSc1n[nH]c(-c2ccncc2)n1)NCCc1ccccc1	-5.4%
CC(C)C(=O)NCCc1nc2ccccc2n1C	-8.7%

Next compounds follow.
canonical_smiles	AmpC det inh
COc1ccc(-c2noc(CN(C)S(=O)(=O)c3ccc(C)cc3)n2)cc1	-6.3%
COc1ccccc1OCC(O)Cn1c(=N)n(CCN2CCCCC2)c2ccccc21 (centres undefined)	-2.1%
COc1ccc(Cl)cc1C(=O)n1nc(C)cc1C	-0.4%
N#Cc1ccc(COC(=O)Cn2nnc(-c3ccccc3)n2)cc1	-1.7%
O=C(O)CCC(=O)Nc1ccc(N2CCCCC2)c(C(=O)O)c1	0.5%
CCN1/C(=C/C(C)=O)Sc2ccc(OC)cc21	-1.1%
Cc1ccc(C)c(OCCOCCN2CCOCC2)c1	6.9%
CN1CCN(C(=O)c2cnn3c(C(F)F)cc(C4CC4)nc23)CC1	-0.8%
NC(=O)c1c(NC(=O)Cc2cccs2)sc2c1CCC2	-2.4%
Cn1c(CSCc2ccccc2Cl)nnc1SCC(=O)Nc1nccs1	-3.4%

Next section.
canonical_smiles	AmpC det inh
CCn1cc(CNC(=O)CCc2ccc(OC)cc2)cn1	1.9%
CCCCc1c(C)c2ccc(OC)c(/C(C)=N\O)c2oc1=O	-5.5%
Cc1ccc(C)c2[nH]c(=O)c(CCNC(=O)C(C)C)cc12	6.4%
COc1ccc(NC(=O)CCn2nc(C)cc2C)cc1	-2.7%
Cc1ccc(Cl)cc1NS(=O)(=O)c1c(C)[nH]c(=O)[nH]c1=O	-10.4%
CCOC(=O)N1CCN(C(=O)COc2cc(=O)n(C)c3ccccc23)CC1	-1.8%
COc1ccc2[nH]c(=O)c(CN(C(=O)c3ccncc3)C(C)C)cc2c1	10.9%
CC(=O)Nc1nonc1-c1nc2ccccc2n1N(C(C)=O)C(C)=O	5.9%
Nc1ccc(N=Nc2c(S(=O)(=O)O)cc3ccccc3c2S(=O)(=O)O)cc1	-1.9%[5.75 µM]
Cc1ccc(OCC(O)CN2CCN(c3ccccc3)CC2)cc1 (centres undefined)	3.7%

Remaining list, next part:
canonical_smiles	AmpC det inh
CCOc1ccc(CN(C(=O)c2ccco2)C2CCS(=O)(=O)C2)cc1 (centres undefined)	14.2%
CCOC(=O)c1cnc(SCC(=O)N2CCN(c3ccccc3)CC2)nc1N	-1.3%
CC(=O)C1=C(C)NC(SCC(=O)c2ccc(Cl)cc2)=C(C#N)C1c1ccco1 (centres undefined)	13.2%
COc1ccccc1CC(=O)NC1CC(C)(C)NC(C)(C)C1	0.3%
Cc1cc2ccccc2n1CCNC(=O)c1ccccc1	0.2%
CCc1ccccc1NC(=O)c1nnn(CC(=O)Nc2ccccc2C)c1N	-4.9%
N#Cc1ccsc1NC(=O)COC(=O)CCCSc1nc2ccccc2s1	0.9%
COc1ccc(OC)c(NC(=O)CCC(=O)Nc2nnc(C(F)(F)F)s2)c1	-4.8%
CC(NC(=O)COc1ccc(Br)cc1)C(=O)O (centres undefined)	5.6%
Cc1ccc(S(=O)(=O)NCC(=O)OCC(=O)c2cccs2)cc1	11.2%

Entries from the list above that have an NH in an aromatic ring, in the order listed:
canonical_smiles	AmpC det inh
O=C(CSc1n[nH]c(-c2ccncc2)n1)NCCc1ccccc1	-5.4%
Cc1ccc(C)c2[nH]c(=O)c(CCNC(=O)C(C)C)cc12	6.4%
Cc1ccc(Cl)cc1NS(=O)(=O)c1c(C)[nH]c(=O)[nH]c1=O	-10.4%
COc1ccc2[nH]c(=O)c(CN(C(=O)c3ccncc3)C(C)C)cc2c1	10.9%

Continuation:
canonical_smiles	AmpC det inh
Cc1ccc(-n2ncc(C(=O)O)c2C2CCN(C(=O)OC(C)(C)C)CC2)cc1	-2.6%
COc1ccccc1OCCCn1c(C)c(C#N)c2ccccc21	15.3%
CC(=O)N[C@@H]1CCSC1=O	-1.2%[12.8 µM]
CCN1CCN(CCCNC(=O)c2cn(CCOC)c(=O)c3c2c2ccccc2n3C)CC1	10.0%
CCN(CC)CCN1C(=O)C(O)=C(C(=O)c2cccs2)C1c1ccc(C)o1 (centres undefined)	-4.0%
CC(=O)OCC(COC(C)=O)OC(C)=O	10.5%
CC(C)OC(=O)Cn1c(=O)sc2ccccc21	8.8%
Cc1ccc(Cn2nnc3c(=O)[nH]c(C4CCN(S(=O)(=O)c5ccc(C)cc5)CC4)nc32)cc1	2.5%
CCOC(=O)C1CCCN(CCC(=O)Nc2cccc(F)c2)C1 (centres undefined)	9.1%
c1ccc(Cn2nnc3c(N4CCOCC4)ncnc32)cc1	6.3%

Following part.
canonical_smiles	AmpC det inh
CCOC(=O)c1oc2cccc(O)c2c1CN(Cc1ccccc1)C(C)=O	-0.7%
Cc1cc(C)nc(SCC(=O)O)n1	-0.2%
CC1(C)Cc2c(sc3c2c(=N)n(Cc2ccco2)c(=O)n3Cc2ccccc2)CO1	0.8%
Cc1cccc(NS(=O)(=O)c2ccc(Oc3ccccc3)cc2)n1	-5.8%
O=S(=O)(NC1CCCCCCC1)c1cccs1	12.2%
Cc1ccc(-c2nc3ccccc3[nH]2)s1	-3.7%
Cc1[nH]c(C)c(C(=O)O)c1CNC1CCCCC1C (centres undefined)	12.2%
COC(=O)C1=C(N)OC2=C(C(=O)CC(C)(C)C2)C1c1cccs1 (centres undefined)	-5.9%
Cc1nn(-c2ccccc2)c2sc(C(=O)O)cc12	-3.2%
CCC(CC)COC(=O)C(C#N)c1nc2ccccc2nc1N1CCN(CC)CC1 (centres undefined)	-2.4%

Additional entries follow.
canonical_smiles	AmpC det inh
CSc1ccn(CCC(=O)O)c(=O)n1	-1.7%
CN(c1ccc(C(=O)Nc2nccs2)cc1)S(=O)(=O)c1ccccc1	-4.1%
O=C(NCc1nc2ccccc2[nH]1)[C@H]1C[C@@H]1[C@H](NP(=O)(c1ccccc1)c1ccccc1)c1ccccc1	-1.9%
CN1CCN(C(=O)CN(Cc2ccc(Cl)cc2)S(C)(=O)=O)CC1	-2.1%
CC(O)/C=C/c1ccc2ccccc2n1 (centres undefined)	0.3%
COC(C)(C)CCCC(C)C/C=C/C(C)=C/C(=O)OC(C)C (centres undefined)	9.0%
CCOc1ccc2[nH]c(C)c(CN3CCOCC3)c(=O)c2c1	10.0%
COCCn1c(=O)cnc2cnc(N3CCN(C)CC3)nc21	-1.8%
CC(O)c1nc2ccccc2n1Cc1nnc(-c2ccc(Cl)cc2)o1 (centres undefined)	-3.7%
CCCCC(CC)CNC(=O)CCS(=O)(=O)c1cccc2nonc12 (centres undefined)	12.6%

The results go on:
smiles	AmpC det inh
O=C(NC1CC1)C1CCN(c2ccc(S(=O)(=O)N3CCOCC3)cc2)CC1	6.6%
C=CCN1C[C@@H](C)N([C@H](c2ccc(C(=O)N(CC)CC)cc2)c2cccc(OC)c2)C[C@H]1C	-0.7%
COc1cc2cc(c1Cl)N(C)C(=O)C[C@H](OC(=O)C(C)C)[C@]1(C)O[C@@H]1[C@@H](C)[C@H]1C[C@](O)(NC(=O)O1)[C@@H](OC)/C=C\C=C(\C)C2	-7.4%[5.75 µM]
CCOc1ccc2oc(-c3ccccc3)c(C(=O)O)c2c1	-6.1%
Cc1nn(C)c(C)c1S(=O)(=O)N1CCCC(C(=O)N2CCN(c3ccccc3)CC2)C1 (centres undefined)	1.1%
CCN(CC)CCN1C(=O)c2cccc3cc(N)cc(c23)C1=O	-1.6%[5.75 µM]
COc1ccccc1S(=O)(=O)Cc1ccc(C(=O)N2CCOCC2)o1	13.2%
CC1CC(C)CN(S(=O)(=O)c2cccc3cccnc23)C1 (centres undefined)	5.1%

Other structures:
smiles	AmpC det inh
CCc1nc2ccccc2c(=O)n1NC(=O)c1c(O)c2cccc3c2n(c1=O)CCC3	-6.1%
CCCCNC(=O)c1ccc2nc(-c3ccco3)c(-c3ccco3)nc2c1	7.9%
NC(=O)C1CCN(C(=O)CN2C(=O)c3ccccc3S2(=O)=O)CC1	-3.7%
c1cncc(CNC2CCCc3ccccc32)c1 (centres undefined)	0.6%
COc1ccc(Cl)cc1-n1c(C)cc(C(=O)O)c1C	12.2%
CCn1c(SCC(=O)N2CCc3ccccc32)nnc1-c1c[nH]c2ccccc12	-4.6%
Cc1ccc(NC(=O)N(Cc2ccc3c(c2)OCO3)Cc2cc3cc4c(cc3[nH]c2=O)OCCO4)cc1	1.3%
CCOc1ccc(CNC(=O)C2CCC(=O)N2C2CCCC2)cc1OC (centres undefined)	-5.1%

Some of these compounds in order of length of the SMILES, descending.
smiles	AmpC det inh
COc1cc2cc(c1Cl)N(C)C(=O)C[C@H](OC(=O)C(C)C)[C@]1(C)O[C@@H]1[C@@H](C)[C@H]1C[C@](O)(NC(=O)O1)[C@@H](OC)/C=C\C=C(\C)C2	-7.4%[5.75 µM]
CCN1/C(=C/C(C)=O)Sc2ccc(OC)cc21	-1.1%
CC(C)C(=O)NCCc1nc2ccccc2n1C	-8.7%

(cont.)
smiles	AmpC det inh
O=C(Nc1ccc2ccccc2c1)[C@H]1C[C@@H]1[C@H](NP(=O)(c1ccccc1)c1ccccc1)c1ccccc1	-0.2%
C[C@H](N)Cc1cnc[nH]1	-3.1%&-3.6%
O=C(Nc1ccc(-c2cn3ccsc3n2)cc1)C1CC1	-7.0%
Cc1nnc(SCC(=O)Nn2cnnc2)s1	-1.1%
Cc1cc(=O)[nH]c2ccccc12	10.9%
CS(=O)(=O)N1CCC[C@@]2(CCN(c3ncccn3)C2)C1	0.3%
O=c1c2cnn(-c3ccccc3)c2ncn1Cc1cccnc1	-1.6%
Cn1c(SCC(=O)N2CCCCCC2)nc2c([nH]c3ccccc32)c1=O	-1.4%

Carrying on.
smiles	AmpC det inh
CCOc1cc2c3c(c1)C1(C(=O)N3C(C)(C)C=C2C)C(C#N)=C(N)Oc2cc(O)ccc21 (centres undefined)	-0.3%
CN1C=CC=C/C1=C1\SC(=S)N(C2CCCCC2)C1=O	-0.5%
Cc1cc(C)nc(NS(=O)(=O)c2ccc(NC(=O)Cn3c(=O)oc4ccccc43)cc2)n1	13.5%
O=C(O)CCCC(=O)Nc1ccccc1-n1ccnc1	9.3%
COc1ccc(CNC(=O)CSc2nnnn2-c2ccc(O)cc2)cc1	14.2%
Cc1cc(OCc2nn[nH]n2)c2c(C)c(CC(=O)O)c(=O)oc2c1	-3.7%
COc1ccc(CNC(=O)Cn2cc3c(n2)CCCCC3)cc1	5.6%
Cc1cc(=O)n(CCc2ccccc2)c(O)c1C#N	-2.2%&15.7%

Following part
smiles	AmpC det inh
CCCSc1nnc(CN2CCOCC2)n1C	-1.6%
COc1ccc(OC)c(S(=O)(=O)n2cnc3cc(C)c(C)cc32)c1	-2.6%
CCc1ccc(NC(=O)CSc2nnc(Cc3cccn3C)n2-c2ccc(F)cc2)cc1	11.5%
CCOC(=O)N1CCN(C(=O)Cn2c(C)cc3ccccc3c2=O)CC1	-5.3%
Cc1cc(-c2csc(NC(=O)c3cc4ccccc4o3)n2)c(C)n1C	-3.0%
Nc1ccc(Nc2ccccc2N)cc1	16.1%
O=C(c1ccccc1-c1nc(-c2ccc(Cl)cc2)no1)N1CCCC1	-6.4%
OC[C@H](S)CS	-10.6%[5.75 µM]

(listing goes on)
smiles	AmpC det inh
COc1ccc(OC)c(NC(=O)Cn2c(-c3ccc(Cl)cc3)noc2=O)c1	-4.0%
O=C(Nc1nc(-c2nc3ccccc3s2)cs1)C1COc2ccccc2O1 (centres undefined)	10.3%
Oc1ccccc1OCc1nc2ccccc2s1	-3.8%
CNC(=O)[C@H](C)/C=C/C(NC(=O)OCc1ccccc1)c1ccc(C(=O)OC)cc1 (some centres undefined)	13.5%
CSc1nnc2n(-c3ccc(C)cc3)c(=O)c3c4c(sc3n12)COC(C(C)C)C4 (centres undefined)	10.7%
COc1ccc(NC(=O)CC2SC(=NCc3ccccc3OC)NC2=O)cc1 (centres undefined)	-3.4%
CCn1c(=O)cc(OCC(=O)N(C)C2CCCCC2)c2ccccc21	-7.4%
CC(=O)c1c(N2CCCCC2)nc(=S)n(-c2ccccc2)c1C	6.4%

(listing goes on)
smiles	AmpC det inh
O=C(CC12CC3CC(C1)CC(CC(=O)N1CCCC1)(C3)C2)N1CCCC1	-2.2%
CCC(=O)c1cc(F)c(N2CCN(S(=O)(=O)c3ccc(C)cc3)CC2)cc1C	-0.8%
COc1ccc(OC)c(-c2cc(C(=O)NCc3ccco3)no2)c1	-6.1%
O=c1c2cn[nH]c2[nH]c(=S)n1-c1ccccc1F	12.1%
CCOC(=O)CSC(C)C(=O)Nc1nnc(C(C)C)s1 (centres undefined)	9.4%
CC(C)NC(=O)CCNC(=O)c1ccc(F)cc1	10.9%
O=C(NCC1CCCO1)c1cccs1 (centres undefined)	3.0%
CC(=O)C1=C(O)C(=O)N(Cc2cccnc2)C1c1ccccc1 (centres undefined)	-2.7%

(continued)
smiles	AmpC det inh
Nc1nc2ccc(N3CCOCC3)cc2s1	0.3%
COc1ccc(Nc2nc(N)nc(CN3CCN(c4ccccn4)CC3)n2)cc1	-6.2%
c1ccc(-c2nc(CSc3nnnn3-c3ccccc3)cs2)cc1	-1.1%
COc1ccccc1NC(=O)C1CCCN(S(=O)(=O)c2cccc3nsnc23)C1 (centres undefined)	2.8%
CC(=O)/C(C(=N)N1CCN(C(c2ccccc2)c2ccccc2)CC1)=C(\C)O	6.6%
CN(CC(CC(=O)Nc1nncs1)c1ccccc1)S(=O)(=O)c1ccccc1 (centres undefined)	9.1%
CCOc1ccc(N=CC2=C(O)CC(C)(C)CC2=O)cc1	8.6%
CN(C)c1ncc2nc(-c3cccs3)c(=O)n(C3CC3)c2n1	-1.8%
COc1ccc(C(=O)Nc2ccc3c(c2)OCO3)cc1OC	3.6%
